HDAC3 inh = HDAC3 deacetylase inhibitors, primary screen, biochemical, fluorescence, cell-free homogeneous; Histone deacetylase 3 (Homo sapiens), O15379; recombinant HDAC3, fluorogenic peptide/trypsin coupled; inhibition, % at 8.3 µM; actives 0.15% (n = 320,000); AID 2718, 2010; in the data active = inhibition above about 26%, passing the limit was not always enough; inconclusive = no clear call, values can overlap the other calls
Target sequence (O15379 whole entry, looked up): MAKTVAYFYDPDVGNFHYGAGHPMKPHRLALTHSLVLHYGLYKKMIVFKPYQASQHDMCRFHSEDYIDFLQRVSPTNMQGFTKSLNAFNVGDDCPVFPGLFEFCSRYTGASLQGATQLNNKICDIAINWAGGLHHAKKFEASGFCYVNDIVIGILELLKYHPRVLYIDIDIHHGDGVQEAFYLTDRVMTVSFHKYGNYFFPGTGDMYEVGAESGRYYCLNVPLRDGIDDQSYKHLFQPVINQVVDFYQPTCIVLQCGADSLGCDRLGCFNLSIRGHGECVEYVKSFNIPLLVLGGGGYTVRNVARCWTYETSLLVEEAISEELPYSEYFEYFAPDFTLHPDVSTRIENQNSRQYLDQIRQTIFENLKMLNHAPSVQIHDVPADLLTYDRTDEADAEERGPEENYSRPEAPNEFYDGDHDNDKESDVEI
KCNK9 block = KCNK9 potassium channel inhibitors, primary screen, HEK293 cells, thallium flux. FluxOR thallium flux fluorescence; hits give low values. actives 1.2% (n = 310,000). AID 488922, 2010. Potassium channel subfamily K member 9 (Homo sapiens), Q9NPC2. B-score at 10 µM;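 active = ratio B-score over 3 SD below the library mean, with starting fluorescence within 5 SD of its mean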;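 also: negative B-score means less thallium flux so channel inhibition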
KCNQ1 block = inhibitors of human KCNQ1 channel, primary screen, cell-based, thallium flux, high-throughput. AID 2642, 2010. CHO-K1 KCNQ1, FluxOR thallium flux fluorescence; hits give high values. Potassium voltage-gated channel subfamily KQT member 1 (Homo sapiens), P51787. B-score at 10 µM. actives 1.3% (n = 310,000);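 active = compounds whose thallium flux B-score, printed positive for inhibition, exceeds three library SD while starting fluorescence stays within three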;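 also: channel opened by potassium depolarization with thallium stimulus after 20 min compound exposure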
ANO1 block = TMEM16A chloride channel inhibitors, primary screen, cell-based, HTS | Anoctamin-1 (Mus musculus), Q8BHY3 | HEK293 TMEM16A/YFP iodide influx fluorescence, ionomycin | normalized B-score (activity score, 25-100; higher = stronger inhibition) at 10 µM | actives 1.2% (n = 310,000) | AID 588511, 2011;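 active = ratio plate-corrected score three or more library SD toward inhibition, starting fluorescence score within five deviations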;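 also: score derived from kinetic fluorescence span divided by baseline fluorescence per well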
TMEM16A act = TMEM16A chloride channel activators or potentiators, primary screen, cell-based, HTS; Anoctamin-1 (Mus musculus), Q8BHY3; HEK293 TMEM16A/YFP-H148Q/I152L, iodide quench fluorescence; hits give low values; B-score at 10 µM; actives 0.3% (n = 340,000); AID 623877, 2012;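 active = fluorescence-ratio B-score plate-corrected deviation score at least 3 library SD below zero, with starting fluorescence score within 5 deviations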;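 also: channel opened by trigger with iodide after compound preincubation; score built on the fluorescence ratio of max minus min over baseline; more negative score means more quench and so TMEM16A activation or potentiation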
SKKanGAS inh = S. pyogenes SKKanGAS growth inhibitors in kanamycin, primary screen, streptokinase expression inhibitor project, SKKanGAS strain, BacTiter-Glo luminescence; 6 h; inhibition, % at 7.5 µM; actives 1.3% (n = 300,000);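 active = mean replicate score, as percent of positive control median, at least 50; inconclusive = mean below 50 but one replicate at or above 50; inactive = mean and every replicate below 50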;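 also: strain carries kanamycin resistance gene driven by streptokinase promoter and grows in 40 µg/ml kanamycin; loss of luminescence reflects streptokinase promoter inhibition or plain growth inhibition; 0% = median of DMSO wells and 100% = positive control at its reference dose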
KCNK3 inh = human KCNK3 channel inhibitors, primary screen, CHO cells, FluxOR thallium flux, B-score. Potassium channel subfamily K member 3 (Homo sapiens), O14649. FluxOR fluorescence; hits give low values. B-score at 10 µM. actives 0.84% (n = 340,000);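 active = B-score under library mean minus 4 SD, starting fluorescence ratio at most library mean plus 5 SD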;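 also: more negative B-score means stronger inhibition of thallium flux through KCNK3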
Target sequence (O14649 whole entry, looked up): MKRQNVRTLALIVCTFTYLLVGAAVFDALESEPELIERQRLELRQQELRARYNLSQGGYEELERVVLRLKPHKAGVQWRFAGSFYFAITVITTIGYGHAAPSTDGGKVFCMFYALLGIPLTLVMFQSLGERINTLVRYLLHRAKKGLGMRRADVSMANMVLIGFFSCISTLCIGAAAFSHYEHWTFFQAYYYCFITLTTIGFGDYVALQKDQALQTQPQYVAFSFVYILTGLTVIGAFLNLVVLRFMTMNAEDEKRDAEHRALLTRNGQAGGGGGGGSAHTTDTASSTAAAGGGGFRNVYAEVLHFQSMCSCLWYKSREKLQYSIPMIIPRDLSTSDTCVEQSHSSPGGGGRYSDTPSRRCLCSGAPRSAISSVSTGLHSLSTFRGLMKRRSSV
hERG protect = hERG rescue from dofetilide block, primary screen, cell-based, CHO-hERG, FluxOR thallium flux, dofetilide IC70; Voltage-gated inwardly rectifying potassium channel KCNH2 (Homo sapiens), Q12809; dofetilide IC70 present; actives 0.51% (n = 310,000); activation (rescue from dofetilide block), less the hit threshold, % at 10 µM;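 active = activation above the mean of controls blocked by dofetilide plus 5 SD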;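 also: thallium influx through hERG after potassium depolarization seen as dye fluorescence rise; in these data hits start at about 4.7%; inactives centre near -7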
RGS4 block = RGS4 inhibitors, primary screen, cell-based, HEK293 M3R inducible RGS4, calcium flux; Regulator of G-protein signaling 4 (Homo sapiens), P49798; Fluo-4 calcium flux; hits give high values; triggered by carbachol at its EC20; B-score at 10 µM; actives 0.45% (n = 310,000); AID 463165, 2010;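 active = B-score, a plate-corrected calcium signal, over three deviations above library mean, with baseline fluorescence within five deviations of library mean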;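 also: RGS4 expression induced by doxycycline in cells with stable M3 receptor; B-score is computed from the integrated fluorescence ratio over baseline after carbachol; higher B-score means a larger calcium signal and so more RGS4 inhibition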
Target sequence (P49798 whole entry, looked up): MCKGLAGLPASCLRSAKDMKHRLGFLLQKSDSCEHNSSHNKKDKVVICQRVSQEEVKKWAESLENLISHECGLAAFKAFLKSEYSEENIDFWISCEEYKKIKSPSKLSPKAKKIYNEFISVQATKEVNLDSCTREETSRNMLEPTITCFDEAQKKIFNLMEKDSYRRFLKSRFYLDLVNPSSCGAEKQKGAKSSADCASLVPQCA
KCNQ1 pot = potentiators or activators of KCNQ1 channel, primary screen, cell-based, thallium flux, high-throughput; AID 2648, 2010; CHO-K1 KCNQ1, thallium flux FluxOR fluorescence; hits give high values; actives 0.35% (n = 310,000); B-score at 10 µM;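 active = fluorescence ratio B-score, a plate-corrected score, at least three library SD, with initial intensity B-score within 5 SD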
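Schedule – 37 °C overnight plating, 90-min dark dye load, 20-min compound pretreatment · System – stable KCNQ1 CHO-K1 line · Probe or stimulus – thallium- and potassium-containing depolarizing buffer · Measured by – kinetic FluxOR fluorescence, 10 s baseline plus 110 s post-stimulus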
RGS4 act = RGS4 potentiators or activators, primary screen, cell-based, HEK293 M3R inducible RGS4, calcium flux; carbachol calcium flux Fluo4; hits give low values; B-score at 10 µM; actives 0.92% (n = 310,000);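 active = B-score of the integrated calcium signal more than 4 SD below the library mean, with starting fluorescence not abnormally high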;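 also: negative B-score means reduced calcium response which marks RGS4 activation or potentiation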
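Material: Inducible-RGS4 HEK293 cells carrying M3 receptor; also added: carbachol at ECmax as muscarinic agonist stimulus; incubation: compound preincubation 20 min at room temperature before agonist; signal: Fluo4-AM (2 µM) calcium-flux fluorescence, kinetic read; measure: integrated calcium ratio converted to B score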
* = called active by the depositor; i = inactive; ? = inconclusive; . = not tested or not shown.

SMILES	HDAC3 inh	KCNK9 block	KCNQ1 block	ANO1 block	TMEM16A act	SKKanGAS inh	KCNK3 inh	hERG protect	RGS4 block	KCNQ1 pot	RGS4 act
O=C(NCc1ccco1)c1cccnc1Cl	-7	i	i	i	i	3	i	-3	i	i	i
Oc1c(Br)cc(Br)cc1C=Nc1ccc2c(c1)OCO2	-3	i	i	i	i	12	i	-4	i	14*	i
Cc1cccc(-n2ncc(C#N)c2-n2cccc2)c1	8	i	i	i	i	0	i	-9	i	i	i
COc1ccc2oc(C(=O)Nc3ccccn3)c(C)c2c1	7	i	i	i	i	8	i	-14	i	i	i
CCc1cc2c3c(c1)/C(=C1/SC(N)=NC1=O)C(=O)N3C(C)(C)C=C2C	2	i	i	100*	i	-14	i	-11	i	i	i
COc1cccc(NC(=S)NNC(=O)Cn2nc(C(F)(F)F)cc2C)c1	-3	i	i	i	i	2	i	-4	i	i	i
O=C(Nc1nnc(SCc2ccccc2F)s1)c1ccco1	1	i	i	i	i	12	i	-2	i	i	i
CC(C)(C)c1ccc(/C=N/OCC(=O)NCc2ccccc2)cc1	13	i	i	i	i	-4	i	-7	i	i	i
Cc1c(C)n(Cc2ccc(F)cc2)c2ccc(C(=O)NCCCN3CCOCC3)cc12	3	i	i	i	i	5	i	-12	i	i	i
Cc1cccc(N2CCN(C(=O)c3ccc(N4CCCC4=O)cc3)CC2)c1C	-9	i	i	i	.	-7	i	0	i	i	i
Oc1ccc2cccnc2c1	0	i	i	i	i	.	i	-7	i	i	i
CC(Oc1ccc2c3c(c(=O)oc2c1)CCC3)C(=O)NCc1ccccn1 (stereo not drawn)	-11	i	i	i	i	-4	i	-12	i	i	i
O=[N+]([O-])c1ccccc1S(=O)(=O)N1CCN(C2CCN(Cc3ccccc3)CC2)CC1	2	i	i	i	i	-5	i	-7	i	i	-7.3*
OCCCCNCc1cc(Br)ccc1OCc1ccccc1F	4	i	i	i	i	-12	i	-3	i	i	i
CCCn1c(O)c(N=N)c2ccccc21	4	i	i	i	i	1	i	-7	i	i	i
COC(=O)[C@H](CCSC)NC(=O)Nc1ccc(C(C)=O)cc1	-1	i	i	i	i	1	i	-9	i	i	i
CCc1nc(NC2CCCCC2)c(C#N)c2c1COC(C)(C)C2	-8	i	i	i	i	?	i	-12	i	i	i
CCOC(=O)c1ccc(NC(=S)N(CCCN2CCCCC2)Cc2ccco2)cc1	1	i	i	i	i	-3	i	-6	i	i	i
NS(=O)(=O)c1ccc(CNC(=O)CSc2nc3ccc(Cl)cc3[nH]2)cc1	-5	i	i	i	i	-16	i	-4	i	i	i
Cc1ccc(C)c(N2CCN(C(=O)C3CCN(S(=O)(=O)c4cccc5nsnc45)CC3)CC2)c1	5	i	i	i	i	7	i	-6	i	i	i
CC1C(=O)N(Cc2ccc(F)cc2)c2ccccc2N1C(=O)c1c(F)cccc1F (stereo not drawn)	-7	i	i	i	i	4	i	-15	i	i	i
Cc1ccc(CSc2nnc(-c3ccccn3)n2N)cc1	3	i	i	i	i	-2	i	-6	i	i	i
Cc1ccccc1OCC1Cn2c(nc3c2c(=O)n(C)c(=O)n3C)O1 (stereo not drawn)	6	i	i	i	i	-5	i	-2	i	i	i
CCCS(=O)(=O)N1CCCC(C(=O)NC2CCCCC2)C1 (stereo not drawn)	-4	i	i	i	i	1	i	-1	i	i	i
Cc1ccc(CONC(=O)/N=C/N(C)C)cc1	0	i	i	i	i	-9	i	-2	i	i	i
Next part:
SMILES	HDAC3 inh	KCNK9 block	KCNQ1 block	ANO1 block	TMEM16A act	SKKanGAS inh	KCNK3 inh	hERG protect	RGS4 block	KCNQ1 pot	RGS4 act
C[n+]1ccccc1/C=C/c1ccc2ncccc2c1	6	i	i	i	i	16	i	-6	i	i	i
COc1ccccc1C(=O)NN=C1CCN(Cc2ccccc2)CC1	7	i	i	i	i	4	i	-8	i	i	i
CC(C)c1ccc(C(=O)Nc2ccc(CN3CCOCC3)cc2)cc1	1	i	i	100*	i	1	i	-7	i	i	i
CCOC(=O)/C(=C/C=C1\Sc2cc(OCC)c(OCC)cc2N1CC)C(C)=O	2	i	i	i	i	8	i	-46	i	i	i
Cc1ccc(CN2CC(C(=O)OCc3ccccc3Cl)CC2=O)cc1 (stereo not drawn)	-6	i	i	i	i	0	i	-17	i	i	i
Cc1ccc(C(=O)NCC(c2ccco2)N2CCc3ccccc3C2)cc1C (stereo not drawn)	?	i	i	i	i	10	i	-18	i	i	i
CCN(CC(=O)Nc1c(F)cccc1F)C(=O)CNC(=O)C1CCCCC1	2	i	i	i	i	1	i	-7	i	i	i
COc1ccc(CN(C)C(=O)c2sccc2-c2ccccc2)c(OC)c1	4	i	i	i	i	6	i	-6	i	i	i
COC(=O)c1cc(NC(=O)c2cccnc2)cc(C(=O)OC)c1	15	i	i	i	i	0	i	-2	i	i	i
CNC(=O)c1[nH]cnc1C(=O)Nc1ccccc1C	-1	i	i	i	i	-2	i	-7	i	i	i
CCOC(=O)c1[nH]c2ccccc2c1NC(=O)CN(C)C	7	i	i	i	i	2	i	-9	i	i	i
COc1ccc2nnc(-c3ccc(C(F)(F)F)cc3)n2n1	-3	i	i	i	i	5	i	-9	i	i	i
C/C(=N\O)C(=O)NCC1CCNCC1	0	i	i	i	i	0	i	-7	i	i	i
Cc1ccc(CN(C(=O)Cn2nnc3ccccc32)C(C(=O)NCc2ccco2)c2ccc(C)o2)cc1 (stereo not drawn)	3	i	i	i	i	5	i	-5	i	i	i
CN(c1ccc(OCC(=O)NCCc2ccccc2)cc1)S(=O)(=O)c1ccc(Cl)cc1	-5	i	i	i	i	5	i	-11	i	i	i
CC(=O)Nc1ccc(OCC(O)Cn2nc(C)c(C(C)=O)c2C)cc1 (stereo not drawn)	-4	i	i	i	i	-2	i	-2	i	i	i
COc1ccc(C(=O)Nc2cccc3nc(C)ccc23)cc1OC	5	i	i	i	i	2	i	-5	i	i	i
CCOC(=O)Cn1c(N2CCCCCC2)nc2c1c(=O)[nH]c(=O)n2C	7	i	i	i	.	-6	i	-7	i	i	i
O=C(CN1C(=O)CCS(=O)(=O)c2ccccc21)NCc1ccc2c(c1)OCO2	3	i	i	i	i	-4	i	-5	i	i	i
Cc1c(CCC(=O)NCCCn2ccnc2)c(=O)oc2cc3occ(C(C)(C)C)c3cc12	-4	i	i	i	i	-2	i	-15	i	i	-7.3*
O=C(Nc1ccccc1)C1C2CCCCC21 (stereo not drawn)	-10	i	i	i	i	12	i	-4	i	i	i
CCCN1Cc2cccc(C(=O)NC3CCCC3)c2C1=O	-3	i	i	i	i	-1	i	-4	i	i	i
COc1ccc2c(c1)c(CC(=O)Nc1ccc(C(C)=O)cc1)c(C)n2C(=O)c1ccc(Cl)cc1	6	i	i	i	i	26	i	-1	i	i	i
OC(CNCCCN1CCCCC1)COc1ccccc1 (stereo not drawn)	2	i	i	i	i	-5	i	-8	i	i	i
COc1ccc(C2C3=C(CC(C)(C)CC3=O)Nc3n[nH]c(C)c32)cc1 (stereo not drawn)	-20	i	i	100*	i	-12	i	-1	i	i	i
(list continues)
SMILES	HDAC3 inh	KCNK9 block	KCNQ1 block	ANO1 block	TMEM16A act	SKKanGAS inh	KCNK3 inh	hERG protect	RGS4 block	KCNQ1 pot	RGS4 act
O=C(Nc1cccc(F)c1)c1ccccc1-c1ccccc1	-2	i	i	i	i	2	i	-13	i	i	i
O=C1CN(C(=O)c2ccco2)C(c2ccc(F)cc2)c2cc(Cl)ccc2N1 (stereo not drawn)	5	i	i	i	i	0	i	-13	i	i	i
CC1=NN(c2cccc(C(=O)O)c2)C(=O)/C1=C\C=C\c1ccco1	6	i	i	i	i	7	i	-6	9.8*	i	i
COc1cc(OC)cc(C(=O)NN(CCC#N)C2=NS(=O)(=O)c3ccccc32)c1	0	i	i	i	i	-1	i	-4	i	i	i
O=C(CCCn1c(=O)[nH]c2ccccc2c1=O)Nc1ccc(F)cc1	-1	i	i	i	i	9	i	-10	i	i	i
C=CCNc1oc(-c2cccc3ccccc23)nc1C#N	-1	i	i	i	i	-2	i	-7	i	i	i
COc1ccc(CCNC(=O)C2CCN(C(=O)c3ccccc3)CC2)cc1	-2	i	i	i	.	-5	.	2	i	i	i
CN=C1SC(CC(=O)Nc2ccc(C(C)=O)cc2)C(=O)N1C (stereo not drawn)	2	i	i	i	i	-5	i	-13	i	i	i
CN1CCN(CCC(=O)Nc2ccc(Br)cc2)CC1	-5	i	i	i	i	-4	i	-9	i	i	i
Cc1ccc(CCC(=O)Nc2ccccc2F)s1	2	i	i	i	i	-3	i	-2	i	i	i
CC(C)OC(=O)Cn1nc(C(c2ccccc2)c2ccccc2)oc1=O	-3	i	i	i	i	9	i	-8	i	i	i
Cc1oc(CC(C)C)c(CN2CCCC2)c1C(=O)O	-2	i	i	i	i	0	i	-8	i	i	i
Cc1cc(C)c2[nH]c(C)c(CN3CCCCCC3)c(=O)c2c1	4	i	i	i	i	-5	i	-7	i	i	-11*
Cn1c(=O)n(C)c2cc(NC(=O)c3ccccc3NS(C)(=O)=O)ccc21	5	i	i	i	i	-12	i	-1	i	i	i
CC1CCCCN1C(=S)NC(=O)c1cccs1 (stereo not drawn)	-1	i	i	i	i	-6	i	-7	i	i	i
Cc1cccc(Oc2ncc(-c3ccc(Cl)cc3)cn2)c1	12	i	i	i	i	5	i	-5	i	i	i
COC(=O)C1CC(O)CN1C(=O)Nc1ccccc1 (stereo not drawn)	-4	i	i	i	i	-2	i	-10	i	i	i

Compound activity deposited in PubChem by several laboratories.
